High-throughput results from PubChem BioAssay.
FUS yeast rescue: qHTS for Suppressors of FUS Proteinopathy: Primary screen using FUS-linked yeast assay; S. cerevisiae FUS-expressing, growth rescue, OD600, 24 h; Potency, µM (series often up to 76.6 µM), for inactives: at the highest dose growth rescue (activation), actives largely listed as activators; 390,000 tested, 0.24% active;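 further: potency means the concentration at half of the fitted maximal effect; plate controls were DMSO vehicle for no effect and reference control for full effect; nearly all actives have a fitted effect of over 55% in size; some results filed as inactive show a strong effect at the top dose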
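Restored growth of FUS-toxic S. cerevisiae, read as 600 nm absorbance after 24 h at 30C in galactose medium (starting OD 0.005). Controls CP55940 and DMSO.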
EPAC2 agonist: qHTS for Agonist of cAMP-regulated guanine nucleotide exchange factor 4 (EPAC2): primary screen. Rap guanine nucleotide exchange factor 4 (Homo sapiens), Q8WZA2. EPAC2 activation, biochemical qHTS; response scale: 100% = 6.5 mM cAMP response. Potency, µM (highest dose often 154 µM), without a hit: at the top dose activation, hits mostly activators. 360,000 tested, 0.079% active. AID 720711, 2013; further: potency means the concentration at half of the fitted maximal effect; nearly all actives have a fitted effect of over 50% in size
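Each well held 100 nM EPAC2, 250 nM RAP1B-BODIPY-GDP and 50 uM GDP. Fluorescence, read at 5-min intervals to 30 min, was referenced to a 6.5 mM cAMP positive control.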
D3 ag: qHTS of D3 Dopamine Receptor Agonist: qHTS | max activation, % | D3R DiscoveRx beta-arrestin cells, luminescence, 90 min | D(3) dopamine receptor (Homo sapiens), P35462 | AID 652048, 2013 | 410,000 tested, 0.58% active; in the data active means max activation above about 30%; further: 0% is about no effect; mostly tested at two doses, the higher about 12 µM
Target sequence (P35462 whole entry, looked up): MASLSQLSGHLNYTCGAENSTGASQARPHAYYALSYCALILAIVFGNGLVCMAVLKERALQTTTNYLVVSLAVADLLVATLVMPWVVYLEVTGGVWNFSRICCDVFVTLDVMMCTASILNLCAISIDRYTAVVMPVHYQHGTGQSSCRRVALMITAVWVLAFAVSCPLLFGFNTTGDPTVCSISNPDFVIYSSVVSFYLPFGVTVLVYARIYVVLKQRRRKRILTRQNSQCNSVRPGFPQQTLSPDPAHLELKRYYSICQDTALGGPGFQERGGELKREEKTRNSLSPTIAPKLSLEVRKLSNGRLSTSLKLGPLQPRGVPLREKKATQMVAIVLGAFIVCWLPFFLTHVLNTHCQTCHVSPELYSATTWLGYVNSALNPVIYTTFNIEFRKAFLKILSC
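Agonist-mode cell screen: cells plated at 1500/well and incubated overnight at 37 °C, then exposed to library compounds for 90 min at 37 °C. Detection reagent was added for 30–60 min at room temperature, and luminescence was read.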
DRD3 antagonist: qHTS of D3 Dopamine Receptor Antagonist: qHTS; D(3) dopamine receptor (Homo sapiens), P35462; D3R cells, DiscoveRx beta-arrestin luminescence, antagonist mode; hits give low values; max response, negative = inhibition, %; 360,000 tested, 2.5% active; AID 652054, 2013; in the data active means max response below about -50%; inconclusive means no clear call, values can overlap the other calls; further: on the % scale 0 is the no-effect control and ±100 the full control effect; mostly tested at two doses, the higher about 12 µM
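Cells plated overnight at 1500 cells/well, then exposed to library compounds with dopamine controls for 90 minutes at 37 degrees C. DiscoveRx reagent added for 30–60 minutes at room temperature; luminescence read, quantitative HTS format.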
aSyn yeast inh: qHTS of alpha-syn Inhibitors | Yeast expressing alpha-synuclein, growth rescue, BacTiter-Glo, 24 h | Potency, µM (top dose mostly 46.1 µM), inactives show at the highest dose growth rescue (activation), usual class: activators | 370,000 tested, 0.14% active | AID 652106, 2013; further: potency means the concentration at half of the fitted maximal effect; % of control where 0% means no effect; nearly all actives have a fitted effect of over 65% in size
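Screening used galactose-induced yeast with toxic alpha-synuclein levels, exposed to compound for 24 hr at 30 deg C. Cell growth, read with BacTiter-Glo luminescence, gave the measured signal.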
TDP43 rescue: qHTS of TDP-43 Inhibitors; TDP-43 expressing yeast growth rescue, BacTiter-Glo, 24 h; Potency, µM (doses to about 46.1 µM), inactives show top-dose growth rescue (activation), most hits filed as activators; 410,000 tested, 1.8% active; further: potency means the concentration at half of the fitted maximal effect; % of control where 0% means no effect; nearly all actives have a fitted effect of over 50% in size
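Yeast cells expressing TDP-43 under galactose induction are exposed to compounds for 24 hr at 30 deg C. BacTiter-Glo luminescence measures growth, so protective compounds score as activators.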
Abeta rescue: qHTS for compounds that reverse cellular toxicity of Amyloid beta (A-beta) peptide in yeast: Primary Screen. 410,000 tested, 0.063% active. yeast expressing A-beta42, growth rescue, OD600, 48 h; response scale: 0% DMSO, 100% iron-clioquinol control. AID 1347071, 2019. Potency, µM (series often up to 46.1 µM), inactives show at the top dose growth rescue, hits mostly activators; further: potency means the concentration at half of the fitted maximal effect; nearly all actives have a fitted effect of over 55% in size
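Yeast A-beta toxicity model in growth medium with pinned compounds, 48 h at 30 C; growth read as absorbance at 600 nm. Normalized to FeCl3/clioquinol equimolar mix (positive) and DMSO (negative).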
EPAC2 antag: qHTS for Antagonist of cAMP-regulated guanine nucleotide exchange factor 2 (EPAC2): primary screen; EPAC2 GEF exchange of Rap1B-BODIPY-GDP, fluorescence; AID 720708, 2013; 360,000 tested, 0.18% active; Rap guanine nucleotide exchange factor 4 (Homo sapiens), Q8WZA2; Potency, µM (doses to about 114 µM), inactives show at the top dose activity, negative = inhibition, actives largely listed as inhibitors; further: potency means the concentration at half of the fitted maximal effect; on the % scale 0 is the no-effect control and ±100 the full control effect; nearly all actives have a fitted effect of over 45% in size; many of its hits are not listed in these tables
* = called active by the depositor; ? = inconclusive; nt = no result given; & = joins results of further samples; [ ] = remark or other dose. Unless noted, the call rests on the fitted dose curve; in most records, active means well fitted curve in the direction sought with a large enough effect; inconclusive means small, poorly fitted or top-dose-only effect, or another doubt; inactive means no such curve, though single readings can be large; an effect the other way counts as inactive or inconclusive. Some of the compounds tested. The share of hits here may be higher or lower than overall.

A first look:
SMILES	FUS yeast rescue	EPAC2 agonist	D3 ag	DRD3 antagonist	aSyn yeast inh	TDP43 rescue	Abeta rescue	EPAC2 antag
COc1cc(C(=O)N2C[C@H]3C[C@@H](C2)c2cccc(=O)n2C3)cc(OC)c1OC	-17%	0%	5	-9	?	10%	-1%	11%
CN(C)Cc1c[nH]c2cc([N+](=O)[O-])ccc12	-13%	7%	1	8	0%	-8%	16%	0%
O=[N+]([O-])c1ccc(C2C3C(c4ccccc4)=NC4(CCCC4)N32)cc1 (stereo not given)	7%	11%	3	-13	3%	-17%	-5%	2%
CN1CCN(c2cccc3c2C(=O)c2ccccc2C3=O)CC1	-1%	1%	-7	-27	-1%	3%	13%	-9%
C/C1=C\[C@@H](C)C/C=C/[C@H]2[C@@H]3O[C@]3(C)[C@@H](C)[C@H]3[C@H](Cc4c[nH]c5ccccc45)NC(=O)[C@]32C(=O)/C=C/C(=O)[C@@H]1O	?	-7%	-46	-51*	22%	11µM*	11%	-2%
NC(=O)c1c(NC(=O)c2ccc(S(=O)(=O)N(CCCl)CCCl)cc2)sc2c1CCCCC2	3%	-9%	3	14	3%	-2%	-4%	8%

The listing (from the top)
SMILES	FUS yeast rescue	EPAC2 agonist	D3 ag	DRD3 antagonist	aSyn yeast inh	TDP43 rescue	Abeta rescue	EPAC2 antag
COc1cc(C(=O)N2C[C@H]3C[C@@H](C2)c2cccc(=O)n2C3)cc(OC)c1OC	-17%	0%	5	-9	?	10%	-1%	11%
CN(C)Cc1c[nH]c2cc([N+](=O)[O-])ccc12	-13%	7%	1	8	0%	-8%	16%	0%
O=[N+]([O-])c1ccc(C2C3C(c4ccccc4)=NC4(CCCC4)N32)cc1 (stereo not given)	7%	11%	3	-13	3%	-17%	-5%	2%
CN1CCN(c2cccc3c2C(=O)c2ccccc2C3=O)CC1	-1%	1%	-7	-27	-1%	3%	13%	-9%
C/C1=C\[C@@H](C)C/C=C/[C@H]2[C@@H]3O[C@]3(C)[C@@H](C)[C@H]3[C@H](Cc4c[nH]c5ccccc45)NC(=O)[C@]32C(=O)/C=C/C(=O)[C@@H]1O	?	-7%	-46	-51*	22%	11µM*	11%	-2%
NC(=O)c1c(NC(=O)c2ccc(S(=O)(=O)N(CCCl)CCCl)cc2)sc2c1CCCCC2	3%	-9%	3	14	3%	-2%	-4%	8%
Cc1ccc(-n2c(O)c(/C=N/N3CCCCC3c3cccnc3)c(=O)[nH]c2=S)cc1 (stereo not given)	37%	7%	0	3	-2%	21%	7%	4%
CCC(=NCCc1ccccc1)c1c(O)n(C)c(=O)n(C)c1=O	14%	7%	18	34	-1%	?	-11%	-19%
O=C(N1CCCCCC1)N1CC1	-6%	0%	-4	-9	-7%	-1%	2%	-3%
CN1CCN(c2c[nH]c(=O)[nH]c2=O)CC1	9%	2%	-2	0	1%	-4%	-7%	18%
O=C(CCc1ccccc1)N1Cc2cc(-c3ccccc3)ccc2-n2nncc2C1	?	12%	5	0	10%	?	-9%	-10%
Cc1ccc(Cl)cc1NC(=O)N(Cc1ccc2c(c1)OCO2)C1CCN(Cc2ccccc2)CC1	7%	nt	-32	nt	nt	-5%	-3%	nt
COC(=O)c1cncn1C(C)c1ccccc1 (stereo not given)	33%	1%	-4&-13	-26	-1%	-15%	17%	0%
CC12Cc3cnoc3C=C1CCC1C2CCC2(C)C1CCC2(C)O (stereo not given)	nt	1%	0	16	?	26%	-46%[inhibitor]	-15%
Cc1cnn(-c2cc(Oc3ccccc3)ncn2)c1	68%	3%	-2	-4	-1%	?	4%	-9%
C=CCn1c(O)c(C(C)=NC(C)c2ccccc2)c(=O)[nH]c1=O (stereo not given)	18%	11%	1	4	-17%	4%	0%	2%
COc1ccc(NC(c2ccccc2)P(=O)(Oc2ccccc2)Oc2ccccc2)cc1 (stereo not given)	-33%	5%	0	2	4%	-28%	-1%	1%
O=c1c2ccccc2[nH]c(=S)n1-c1cccc(Cl)c1	-34%	2%	-2	6	?	?	10%	16%
N#CC(c1ccccc1)N1CCOCC1 (stereo not given)	24%	10%	9	-6	-3%	-26%	-6%	1%
C[C@H](CCC(=O)O)[C@H]1CC[C@H]2[C@@H]3CC[C@@H]4C[C@H](O)CC[C@]4(C)[C@H]3CC[C@]12C	-8%	-8%	1	1	5µM*	1%	3%	-15%
O=C(Cn1ncc2c3ccccc3n(Cc3ccc(F)cc3)c2c1=O)N1CCC2(CC1)OCCO2	8%	-83%[inhibitor][15.6 µM]	1	-16	3%	12%	18%	-21%
Cc1cc(NC(=O)c2cccn(Cc3cccc([N+](=O)[O-])c3)c2=O)no1	3%	nt	0	nt	nt	-6%	-4%	nt
CCC(=NCCCN(CC)CC)c1c(O)n(-c2ccccc2)c(=O)[nH]c1=O	12%	4%	-5	-13	3%	7%	-17%	11%
O=[N+]([O-])c1cnc2ccc3ccccc3c2c1	6%	10%	2	-22	14%	21%	-33%[inhibitor]	0%
COC(=O)C1=C(c2ccc(OC(F)(F)F)cc2)C[C@@H]2CC[C@H]1N2C(=O)N1CCCCC1	?	-6%	5	9	-22%	35µM*	1%	?
Cn1cccc1/C=C1/C(=O)NC(=O)N(Cc2ccc(F)cc2)C1=O	21%	8%	13	?	6%	-8%	25%	3%
O=[N+]([O-])c1ccc2c(c1)C(c1ccccc1)=NCCN2	9%	2%	-12	2	0%	-7%	1%	1%
CC12CC[C@H]3[C@@H](CCC4(O)C[C@H](O)CCC34/C=N/NC(=O)c3ccccc3F)C1(O)CCC2C1=CC(=O)OC1 (stereo not given in full)	-7%	8%	7	19	0%	5%	7%	10%
C[C@]12CCC3C(CCC4=CC(O)CC[C@@]43/C=N/O)C1(O)CCC2C1=CC(=O)OC1 (stereo not given in full)	20%	7%	1	-9	-4%	-10%	-7%	6%
CCCCn1c(O)c(/C(CC)=N/N2CCCCC2c2cccnc2)c(=O)[nH]c1=S (stereo not given)	?	1%	11	3	-12%	-4%	-18%	1%
CCN(C(=O)COC(=O)C(O)(c1ccccc1)c1ccccc1)c1c(N)n(Cc2ccccc2)c(=O)[nH]c1=O	11%	3%	2	0	-3%	-3%	5%	-4%
COc1cc2c(cc1OC)-c1c(OC)c(OC)cc3c1[C@H](C2)[N+](C)(C)CC3	-24%	5%	0	-9	6%	10%	6%	-1%
NCCCP(=O)(O)CCc1ccccc1	-7%	10%	15	12	0%	-15%	8%	-1%
COc1ccc(C(=O)C2CCCN(Cc3ccon3)C2)cc1OC (stereo not given)	32%	2%	-14	-29	-6%	-6%[0.397 µM]	-9%	2%
CCOC(=O)C1=Nc2ccccc2/C1=C\c1c(O)n(C)c(=O)n(C)c1=O	40%	5%	-4	-10	12%	-47%[inhibitor]	-23%	-2%
COc1cc(OC)cc(C2(C#N)CCN(C)CC2)c1	-25%	-3%	0	10	-5%	9%	8%	0%
COc1ccc(-n2c(O)c(/C=C3\C=Nc4ccc(Br)cc43)c(=O)[nH]c2=O)c(OC)c1	33%	4%	4	-14	6%	-5%	12%	3%
O=c1c2ccccc2[nH]c(=S)n1-c1ccc(Br)cc1	22%	8%	-3	-8	-11%	-22%[9.22 µM]	13%	-2%
O=C(C[N+]12CCC(CC1)C(C(O)(c1ccccc1)c1ccccc1)C2)c1ccc(Br)cc1 (stereo not given)	31%	7%	-13	-25	6%	-5%	5%	0%
CN1CCN(c2ccc([N+](=O)[O-])c(NCC3CCCO3)c2)CC1 (stereo not given)	nt	5%	44*	0	-2%	-21%	-10%	-1%
COc1ccc(CN2C(=O)NC(=O)/C(=C\c3ccc(OC)c(OC)c3OC)C2=O)cc1	22%	8%	-5	6	-8%	-12%	-9%	3%
CC(=O)CC(c1ccccc1[N+](=O)[O-])c1c(O)c2ccccc2oc1=O (stereo not given)	11%	-1%	2	2	10%	5%	7%	7%
CN1Cc2cccnc2N(C)Cc2cc(Cl)ccc21	nt	13%	-1	-4	2%	12%	6%	-4%
O=c1[nH]c(=O)n(-c2cccc3ccccc23)c(O)c1/C=N/N1CCCCC1	-5%	0%	5	-8	2%	12%	11%	-2%
CCn1c(O)c(/C=N/NC(=O)c2ccncc2)c(=O)[nH]c1=S	-6%	2%	-2	-10	-9%	10%	-4%	3%
COC(=O)c1ccccc1OP1(=O)COc2ccccc2OC1	17%	7%	3	9	1%	16%	4%	12%
COc1ccc(-n2c(O)c(C(C)=NCc3ccc4c(c3)OCO4)c(=O)[nH]c2=O)cc1	-17%	4%	1	4	2%	-9%	-7%	-1%
O=C(CCC(=O)N1CC2C[C@@H](C1)Cn1c2cccc1=O)NCCc1ccccc1F	-4%	6%	3	27	1%	9%	-10%	-1%
CCOC(=O)[C@]12Cc3cc4c(cc3[C@H]1N(Cc1ccccc1)C(=O)c1ccccc12)OCO4	31%	15%	-14	?	10%	30%	-6%	?
O=c1[nH]c(=O)n(-c2ccccc2)c(O)c1/C=C1/C(c2ccccc2)=Nc2ccccc21	?	-9%	-7	-14	-39%[inhibitor]	-26%	-38%[inhibitor]	-6%
OC(c1ccccc1)(c1ccccc1)c1ccncc1	-31%	5%	-1	16	2%	8%	0%	-10%
COC(=O)C1=C(c2ccc(OCc3ccccc3)cc2)C[C@@H]2CC[C@H]1N2C	4%	4%	-8	-20	1%	10%	0%	0%
Cc1nc2c(C(=O)N3CCC4(CC3)OCCO4)cnn2c(C)c1Cc1cccc(Cl)c1	30%	0%	15	6	1%	14%	1%	-13%
ClC(Cl)=C(c1ccc(Cl)cc1)c1ccc(Cl)cc1	-30%	6%	-23	?	-6%	13%	-10%	-9%
CC(C)C1(C)N=C(c2nc3ccccc3cc2C(=O)O)NC1=O (stereo not given)	0%	5%	-2	70	-1%	-5%	20%	-2%
COC(=O)C1=C(c2ccc(F)cc2OCc2ccccc2)C[C@@H]2CC[C@H]1N2C(=O)N1CCCC1	26%	13%	-22	-5	2%	31%	-1%	?
